# Compound activity as filed in PubChem BioAssay.
# Pol beta inh – inhibitors of human DNA polymerase beta | Pol beta primer extension/strand displacement, fluorescence kinetic | Potency, µM (titrated, usually from 114 µM), inactives show top-dose activity change, negative = inhibition, actives largely listed as inhibitors | hit rate 1.3% among 340,000 | AID 485314; further: on the % scale 0 is the no-effect control and ±100 the full control effect
#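 Pol beta (10 nM) was preincubated with compound for 15 min at room temperature. The reaction was then started with 50 nM substrate and read immediately and after a further 10 min at room temperature.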
# BAZ2B block – inhibitors of human BAZ2B bromodomain. AlphaScreen BAZ2B-H3K14Ac peptide displacement. Potency, µM (doses to about 114 µM), for inactives: top-dose activity change, negative = inhibition, most hits filed as inhibitors. hit rate 4.4% among 360,000; further: on the % scale 0 is the no-effect control and ±100 the full control effect; nearly all actives have a fitted effect of over 60% in size
#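 Multi-concentration screen (max 110 uM) measuring displacement of acetylated histone H3 peptide from BAZ2B by AlphaScreen, using 50 nM protein, 50 nM peptide and 10 ug/mL streptavidin donor plus Ni-chelate acceptor beads.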
# POLI inh – blocks human DNA polymerase iota activity; Q9UNA4; Pol iota fluorescent replication assay, 10 min; Potency, µM (titrated, usually from 115 µM), without a hit: at the highest dose activity, negative = inhibition, usual class: inhibitors; hit rate 1% among 390,000; AID 588590
#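 Fluorescent replication assay read twice, at 0 min and 10 min after adding 50 nM (final) substrate. Enzyme (10 nM) and compounds were first incubated 15 min at room temperature; enzyme-free buffer wells were negative controls.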
# POLK inh – blocks human DNA polymerase kappa activity; purified Pol kappa, fluorescent DNA synthesis assay, 10 min; hit rate 0.53% among 400,000; Potency, µM (series often up to 107 µM), without a hit: top-dose activity, negative = inhibition, actives largely listed as inhibitors; further: on the % scale 0 is the no-effect control and ±100 the full control effect
#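 10 nM Pol kappa preincubated 15 min at room temperature with compounds, then reaction started with substrate at 50 nM final. Fluorescence read kinetically at 0 and 10 min; buffer-only wells served as negative control.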
# APEX1 inh – APE1 (human) endonuclease inhibition | P27695 | recombinant APE1, TAMRA/BHQ-2 abasic DNA cleavage fluorescence | Potency, µM (series often up to 65.8 µM), for inactives: at the highest dose activity change, negative = inhibition, actives largely listed as inhibitors | hit rate 0.35% among 350,000 | AID 2517;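 further: plate controls were vehicle for no effect and reference inhibitor for full effect; nearly all actives have a fitted effect of over 55% in size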
# Target sequence (P27695 whole entry, looked up): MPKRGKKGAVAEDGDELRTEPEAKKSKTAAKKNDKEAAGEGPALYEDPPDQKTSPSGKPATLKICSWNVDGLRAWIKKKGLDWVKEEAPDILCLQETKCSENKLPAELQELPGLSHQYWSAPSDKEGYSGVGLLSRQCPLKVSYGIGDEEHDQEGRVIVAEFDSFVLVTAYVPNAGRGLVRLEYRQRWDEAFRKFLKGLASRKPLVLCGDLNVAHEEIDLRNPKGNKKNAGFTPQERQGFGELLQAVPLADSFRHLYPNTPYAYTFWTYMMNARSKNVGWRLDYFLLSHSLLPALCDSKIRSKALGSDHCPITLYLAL
#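 Activity was derived from the fluorescence gain between first and third kinetic reads (60 s intervals, ex 525/em 598 nm) after 50 nM THF-abasic TAMRA/BHQ-2 duplex was added to 0.75 nM APE1 preincubated 15 min with compound.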
# JMJD2A Tudor inh – JMJD2A Tudor domain (human) inhibition; O75164; Potency, µM (titrated, usually from 114 µM), for the others: at the top dose activity change, negative = inhibition, actives largely listed as inhibitors; hit rate 4.4% among 390,000; AlphaScreen JMJD2A-Tudor / H3K4me3 peptide binding; further: on the % scale 0 is the no-effect control and ±100 the full control effect; nearly all actives have a fitted effect of over 50% in size
# POLH inh – inhibitors of human DNA polymerase eta | Q9Y253 | recombinant Pol eta, fluorescent DNA replication assay | Potency, µM (series often up to 114 µM), for the others: at the top dose activity change, negative = inhibition, most hits filed as inhibitors | hit rate 1.2% among 390,000 | AID 588591; further: on the % scale 0 is the no-effect control and ±100 the full control effect
#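 Pol eta at 10 nM preincubated with compounds 15 min at room temperature; reaction started with fluorescent substrate (50 nM final) and read kinetically at 0 and 10 min.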
# BLM inh – inhibitors of human Bloom syndrome helicase BLM | recombinant BLM DNA unwinding, fluorescence dequenching | Potency, µM (highest dose often 56.1 µM), without a hit: at the highest dose activity change, negative = inhibition, hits mostly inhibitors | hit rate 0.2% among 350,000 | P54132 | AID 2528;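 further: plate controls were vehicle for no effect and no enzyme for full effect; nearly all actives have a fitted effect of over 35% in size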
# G9a inh – blocks human histone lysine methyltransferase G9a; Q96KQ7; G9a H3K9 monomethylation, AlphaScreen, 2 h; Potency, µM (doses to about 102 µM), for the others: top-dose activity, negative = inhibition, hits mostly inhibitors; hit rate 8.8% among 350,000; AID 504332; further: on the % scale 0 is the no-effect control and ±100 the full control effect; nearly all actives have a fitted effect of over 75% in size
# Target sequence (Q96KQ7 913-1193 limits assumed): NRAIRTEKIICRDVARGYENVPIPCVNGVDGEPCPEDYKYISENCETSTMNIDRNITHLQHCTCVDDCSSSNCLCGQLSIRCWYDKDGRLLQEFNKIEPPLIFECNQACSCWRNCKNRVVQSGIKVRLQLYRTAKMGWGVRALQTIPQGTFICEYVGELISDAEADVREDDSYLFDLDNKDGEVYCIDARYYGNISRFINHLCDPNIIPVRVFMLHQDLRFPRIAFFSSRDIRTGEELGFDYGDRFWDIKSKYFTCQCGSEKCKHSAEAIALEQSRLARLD
#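 Using a bead-based AlphaScreen, monomethylated H3K9 product from 2 h room-temperature reactions (G9a 20 nM, peptide 500 nM, SAM 20 uM) was detected with 0.5 ug/mL rabbit anti-H3K9me1 antibody.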
# Active calls of the source: *; ? = inconclusive; · = not tested or not shown; & = joins results of further samples; [ ] = dose if it differs, or a comment. The call rests on the fitted dose curve; in most records, active means well fitted curve in the direction sought with a large enough effect; inconclusive means small, poorly fitted or top-dose-only effect, or another doubt; inactive means no such curve, though single readings can be large; an effect the other way counts as inactive or inconclusive. Potency means the concentration at half of the fitted maximal effect. Some of the compounds tested. The share of hits here may be higher or lower than overall.
SMILES,Pol beta inh,BAZ2B block,POLI inh,POLK inh,APEX1 inh,JMJD2A Tudor inh,POLH inh,BLM inh,G9a inh
OC1C2CN3CN(C2)CC1(c1ccccc1)C3 (stereo unspecified),35%,-6%,-15%,4%,5%,-8%,4%,-1%,·
CC12CCCCC1N(O)CN2O (stereo unspecified),-2%,4%,13%,-7%,-2%,?,-13%,1%,7.9µM*
CSc1nnc(OC(=O)N(C)C)n1-c1ccc(Cl)cc1,25%,-8%,29%,4%,25%,7%,-17%,0%,·
CSc1ccccc1NP1(=O)OCC(C)([N+](=O)[O-])CO1 (stereo unspecified),·,·,7%,-8%,·,-17%,-3%,·,·
c1ccc2c(c1)[I+]c1ccccc1-2,?,·,?,-8%[60.1 µM],?,·,0%[57.1 µM],49%[activator],-19%[12.7 µM]
COc1nc(C)nc(NC(=O)NS(=O)(=O)c2ccccc2Cl)n1,·,·,7%,4%,·,-4%,-8%,·,·
O=c1c2ccccc2nc(CNCC2CCCO2)n1-c1ccc(F)cc1 (stereo unspecified),41%[activator],-1%,7%,-2%,1%,3%,-8%,-6%,1%[59 µM]
O=C(Nc1cccc(F)c1)N1CC2(CCN(C(=O)Oc3ccccc3)CC2)C1,·,·,·,5%[60.1 µM],10%,·,·,1%,-2%[12.7 µM]
CCn1cc(C(=O)c2ccccc2)c2ccccc21,20%,13%,-4%[58.9 µM],-9%,-6%,-1%,-3%,-5%,43%[activator][59 µM]
CC12CN3CC(C)(CN(C1)C31CCOCC1)C2=O,2%,12%,13%,-4%,2%,-12%,-1%,4%,59%[activator][59 µM]
Cc1ccccc1-n1c(C)cc(/C=C2/C(=O)NC(=O)N(Cc3ccco3)C2=O)c1C,-9%,?,?,?,-7%,28µM*,?,-6%,?
CCn1c(P(C)(=O)O)nc2cc(NC(=O)c3ccccc3F)ccc21,-13%,·,19%,0%,3%,-7%,-16%,0%,12%
COc1ccc(CCNC(=O)COC(=O)Cc2ccccc2)cc1,-3%[57.1 µM],-1%,-6%,-6%,5%,1%,2%,-3%,5%
C/C(=N\N1CCCCC1)c1c(O)[nH]c(=O)[nH]c1=O,-1%,-28%,24%,0%,-2%,-3%,-10%,-11%,-28%
COc1ccc(CCn2c(O)c(C=Nc3ccc(F)cc3)c(=O)[nH]c2=O)cc1OC,3%,-3%,-24%,6%,-1%,-24%,8%,-16%,·
CCOc1ccc(-c2cc(C)[n+](CCN3CCOCC3)c(-c3ccc(OCC)cc3)c2)cc1,4%,0%,29%,-1%,3%,-8%,-19%,1%,1%
CN(C)c1ccc(CCN2CCOCC2)cc1,·,0%,-11%,3%,34%,?,-3%,·,-9%[2.33 µM]
COc1ccc(C2CC(=O)Oc3c2c(=O)oc2ccccc32)c(OC)c1OC (stereo unspecified),-2%,-19%,?,-11%,·,-29%,·,4%,-18%[59 µM]
Cc1[nH]n(-c2ccccc2)c(=O)c1C(C[N+](=O)[O-])c1ccccc1Cl (stereo unspecified),-28%,?,-11%,-9%,-1%,-17%[11.4 µM],-10%,-2%,?
Cc1cccc(NC(=O)COC(=O)c2cc(C)n(C3CC3)c2C)c1,·,?,?,-21%,4%,-27%,-1%,·,?
CCCC(C)C1(CC)C(=O)NC(=O)N=C1N (stereo unspecified),32%,-3%,28%,-5%[60.1 µM],18%,-16%,2%,6%,23%[59 µM]
Cc1nc2ccc(Cl)cn2c1P(=S)(N1CCOCC1)N1CCOCC1,25%,·,2%,-7%,10%,-14%,2%,-2%,4%[59 µM]
C=C(C)[C@]12C[C@@H](C)[C@@]34OC(Cc5ccccc5)(O[C@@H]1[C@@H]3C=C(COC(=O)Cc1cc(I)c(O)c(OC)c1)C[C@]1(O)C(=O)C(C)=C[C@@H]41)O2,·,·,·,-14%[60.1 µM],-3%,·,·,-17%,-4%[59 µM]
CC(C)COC(=O)n1c(=O)oc2cc(S(=O)(=O)N3CCCCC3)ccc21,-2%,4%,25%,-9%,23%,-13%,-11%,31%[activator],13%

# One compound at a time (already shown). Screens in order: Pol beta inh, BAZ2B block, POLI inh, POLK inh, APEX1 inh, JMJD2A Tudor inh, POLH inh, BLM inh, G9a inh
# Cc1nc2ccc(Cl)cn2c1P(=S)(N1CCOCC1)N1CCOCC1 across the screens: 25%, ·, 2%, -7%, 10%, -14%, 2%, -2%, 4%[59 µM]
# C/C(=N\N1CCCCC1)c1c(O)[nH]c(=O)[nH]c1=O across the screens: -1%, -28%, 24%, 0%, -2%, -3%, -10%, -11%, -28%
# COc1ccc(C2CC(=O)Oc3c2c(=O)oc2ccccc32)c(OC)c1OC (stereo unspecified) across the screens: -2%, -19%, ?, -11%, ·, -29%, ·, 4%, -18%[59 µM]
# CC(C)COC(=O)n1c(=O)oc2cc(S(=O)(=O)N3CCCCC3)ccc21 across the screens: -2%, 4%, 25%, -9%, 23%, -13%, -11%, 31%[activator], 13%

# (next part)
SMILES,Pol beta inh,BAZ2B block,POLI inh,POLK inh,APEX1 inh,JMJD2A Tudor inh,POLH inh,BLM inh,G9a inh
C/C=C/CC#N,·,-9%,28%,-10%,10%&2%,-12%,-24%,·,-4%[0.501 µM]
CCOC(=O)c1cccc(-[n+]2c(-c3ccccc3)cc(-c3ccccc3)cc2-c2ccccc2)c1,·,1%,45%[activator],4%,-5%,-22%,-9%,·,1%[12.7 µM]
CCc1c(C(=O)NN2C(=O)C3C4CCC(O4)C3C2=O)csc1C (stereo unspecified),14%,5%,6%,-17%,-2%,9%,-9%,-3%,1%[59 µM]
CC1=C(C)CC2(C(=O)NC(=S)NC2=O)C(C)C1 (stereo unspecified),·,·,16%,-10%,·,-11%,-22%,·,·
O=c1[nH]c(O)c(N=Nc2cc(C(F)(F)F)ccc2Cl)c(=O)[nH]1,5%,-16%,-4%,-1%,-9%,1%,-11%,-6%,-1%
CCOc1ccccc1-n1c(O)c(C=Nc2c(C)n(C)n(-c3ccccc3)c2=O)c(=O)[nH]c1=O,26%,4%,-4%,-5%,?,-1%,-3%,-4%,?
CCOc1cccc(CNCCc2c(C)[nH]c3ccc(OC(F)(F)F)cc23)c1O,15%,35µM*,5%,-10%,1%,40µM*,?,-12%,10µM*
CCC1(c2ccccc2)C(=O)NC(=S)NC1=O,·,·,26%,-19%,·,-8%,-25%,·,·
CN(C)C(=O)Oc1ccc(Br)cc1C(=O)Nc1ccc(F)c(Cl)c1,3%,0%,3%,3%,0%,3%,-22%,-6%,30%
O=Cc1cn(Cc2ccc(Br)cc2)c2ccccc12,4%,35%,20%,10%,9%,14%,-10%,-8%,-9%[2.33 µM]
COc1cc(/C=C2\C(=O)NC(=O)N(c3ccc(C)cc3)C2=O)cc(OC)c1O,7%,4%,?,-4%[60.1 µM],23%,-3%,-8%,0%,20µM*
CC1(C)C(c2ccccc2)=NC(c2cccnc2)=[N+]1[O-],-3%,63%[activator],?,-7%,-10%,-12%,-19%,5%,?
C/C(=N\NC(=S)Nc1ccccc1)c1c(O)n(C)c(=O)n(C)c1=O,-16%,-4%,12%,-8%[60.1 µM],-2%,18µM*,-12%,3%,1.3µM*
O=c1cccc2n1CC1CC2CN(C(c2ccccc2)c2sc3ncnn3c2O)C1 (stereo unspecified),7%,-7%,-3%,6%,13%,-4%,-27%,3%,-12%[59 µM]
CN1C(=O)N(C)C(=O)C2(Cc3cc([N+](=O)[O-])ccc3N(C)C2)C1=O,11%,-6%,-1%,-4%,1%,-1%,-16%,-2%,0%
COc1ccc(NC(=O)N2CCC3(CC2)CCN(C(=O)Oc2ccccc2)CC3)cc1,·,·,·,-8%[60.1 µM],-2%,·,·,-4%,13%[12.7 µM]
CC(C)CCNC(=O)c1c(N)n(Cc2ccc3c(c2)OCO3)c2nc3ccccc3nc12,4%,41%[activator],32%[activator],-7%,5%,30%,-19%,-27%,-48%
Cc1cc(NC(=O)COC(=O)c2c(C)nn(Cc3ccccc3Cl)c2C)no1,-11%,-5%,-2%,7%,2%,-18%,-10%,-2%,12%[59 µM]
CCCC(c1nnnn1Cc1cccs1)N1CCN(c2nc3ccccc3s2)CC1 (stereo unspecified),?,2%,0%,-17%,5%,-8%,-13%,-8%,?
O=c1[nH]c(=O)n(Cc2ccco2)c(O)c1C=NC1CCN(Cc2ccccc2)CC1,-8%,-26%,22%,7%,1%,-14%,-3%,0%,6%
COc1cc2c(cc1OC)C(C(=O)N1CCC3(CC1)OCCO3)C(c1ccccc1F)N(C)C2=O (stereo unspecified),7%,3%,-12%,-6%,-3%,3%[57.1 µM],-16%,4%,0.79µM*
C/C(=N\Nc1ccccc1)c1c(O)[nH]c(=O)[nH]c1=O,1%,-6%,1%,0%,-9%,-6%,-18%,1%,·
CCOC(=O)N1CCN(C(C)C(=O)c2c[nH]c3ccccc23)CC1 (stereo unspecified),12%,-4%,15%,-15%,-1%,-5%,-2%,0%,2%
CCOc1cc2c(cc1OCC)-n1cccc1C(c1c(O)cccc1OC)NC2 (stereo unspecified),30%,45µM*,-17%,-35%,-21%,50µM*,-21%,-7%,-12%[2.33 µM]
Clc1cccc(Cl)c1Cl,·,0%,20%,-3%,31%&3%,-15%,-1%,·,9%[0.501 µM]
CCOc1ccc(Nc2ncnc3c2nnn3Cc2ccccc2)cc1,10%,-4%,?,5%,42%,-2%,-8%,-4%,16%[0.501 µM]
CC[C@H]1CN2CC[C@@]3(C(=O)Nc4ccccc43)[C@@H]2C[C@@H]1/C(=C\OC)C(=O)OC,·,·,12%,15%,·,-2%,-20%,·,·
Clc1ccc(Cl)cc1,·,·,·,-1%[60.1 µM],2%,·,·,-14%,29%[59 µM]
O=C(CNC(=O)OCc1ccccc1)Nc1ccc(Br)cc1C(=O)c1ccccc1,11%,4%,-12%,-17%,-7%,?,-10%,-14%,-7%[59 µM]
CCN(CC)/[N+]([O-])=N/O,·,·,·,-8%[60.1 µM],1%,·,·,-13%,-37%[2.33 µM]
O=C(Oc1ccccc1)N1CCC2(CC1)CCN(C(c1ccccc1)c1ccccc1)CC2,·,·,·,4%[60.1 µM],2%,·,·,6%,4%[12.7 µM]
Cc1cccc(NC(=O)CSc2nnc(C)c(=O)n2N)c1C,23%,8%,11%,-5%,16%,-18%[57.1 µM],-7%,5%,7%
Cc1cc(C)c(-n2c(O)c(/C=N/N3CCCCC3c3cccnc3)c(=O)[nH]c2=O)c(C)c1 (stereo unspecified),-9%,3%,-13%,9%,?,-12%,-12%,0%,17%[59 µM]
CN(C)P(=O)(CCl)Nc1ccccc1 (stereo unspecified),-1%,5%,-12%,0%,0%,-9%,-20%,0%,?
